PfGluPho inh: PfG6PD (Plasmodium falciparum) enzyme inhibition; PfGluPho enzyme, NADPH resazurin-diaphorase fluorescence; inhibition, % at 20 µM; hit rate 0.78% among 350,000;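 active means inhibition reaching at least a set limit at 20 µM in the primary screen, cut at about 59% in these data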;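 further: 0% = DMSO wells with substrate and 100% = DMSO wells lacking glucose-6-phosphate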
MPTP inh: blocks calcium-induced mitochondrial swelling; isolated mouse mitochondria, Ca2+ swelling absorbance, 30 min; inhibition, % at 10 µM; AID 602449; hit rate 1.4% among 360,000;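 active means inhibition of 50% or more, scaled per plate between neutral and stimulator controls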;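 further: 0% = DMSO wells given calcium and 100% = 1 mM EGTA wells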
SENP8 block: blocks human SENP8 cleavage of Nedd8 substrate; Q96LD8; recombinant SENP8, Nedd8 substrate fluorescence; inhibition, % at 20 µM; hit rate 0.64% among 360,000; AID 602440; in the data active means inhibition mostly above about 40%, no sharp cut-off; inactive means mostly below about 27%
NR3A LBD binder: modulators (binders) of human NR3A ligand-binding domain. hit rate 2.5% among 340,000. AID 1259313. Tm shift relative to glycine control, % at 25 µM. NR3A LBD differential scanning fluorimetry, Tm shift; 0% = protein alone, 100% = glycine-bound protein;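 active means melting temperature shift of at least 10% of the positive control shift, at one fixed dose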
hIAP act: increases human intestinal alkaline phosphatase activity; P09923; purified human IAP, CDP-Star luminescence, 30 min; active compounds read high; 1 = vehicle-only enzyme, 0 = enzyme-free background; activation factor at 10 µM; hit rate 0.16% among 330,000; AID 2524;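 active means activation factor of the enzyme at least 2-fold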; further: the source names both 10 and 20 µM as test concentration; values of inactives mirror those of a sister screen read the other way
Target sequence (P09923 whole entry, looked up): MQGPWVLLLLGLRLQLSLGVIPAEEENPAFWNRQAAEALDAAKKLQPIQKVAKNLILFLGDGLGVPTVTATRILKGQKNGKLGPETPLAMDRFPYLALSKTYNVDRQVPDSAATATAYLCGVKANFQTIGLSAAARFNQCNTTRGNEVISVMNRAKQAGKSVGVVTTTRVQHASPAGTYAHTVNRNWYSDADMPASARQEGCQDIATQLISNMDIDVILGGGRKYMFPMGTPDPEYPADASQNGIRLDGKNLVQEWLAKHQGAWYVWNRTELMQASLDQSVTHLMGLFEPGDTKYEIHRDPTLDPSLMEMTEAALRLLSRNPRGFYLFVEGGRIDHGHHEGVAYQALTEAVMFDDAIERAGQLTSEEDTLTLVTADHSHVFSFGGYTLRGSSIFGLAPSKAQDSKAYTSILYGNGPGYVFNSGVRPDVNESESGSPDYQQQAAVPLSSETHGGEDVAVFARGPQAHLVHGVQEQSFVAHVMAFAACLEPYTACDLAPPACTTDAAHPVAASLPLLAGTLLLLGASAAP
ATG4B inhibitor: inhibitors of human ATG4B cysteine protease | Q9Y4P1 | ATG4B cleavage of LC3-PLA2, NBD-HPC fluorescence, 1 h | inhibition, % at 8.33 µM | hit rate 0.51% among 340,000; in the data active means inhibition above about 40%
SENP1 FRET inh: blocks the human SENP1 SUMO protease catalytic domain; Q9P0U3; recombinant SENP1 catalytic domain, CyPet-SUMO1-YPet FRET cleavage; inhibition, % at 10 µM; hit rate 0.21% among 360,000;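 active means inhibition at least 30% at 10 µM, raw YFP signal under a set limit, fluorescence ratio 0.5 to 1.5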;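 further: 0% = enzyme with DMSO and 100% = no enzyme wells; some results filed as inactive read as strong as hits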
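material = recombinant human SENP1 catalytic domain, His6-tagged | quantity = 20 pM enzyme | reagent = 25 nM SUMO1 FRET substrate | compound dosing = 10 µM single point, 0.5% DMSO | timing = 50 min enzyme reaction, room temperature, light-protected | detection = FRET, CFP and YFP emission | control set = no-enzyme low, enzyme-DMSO high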
SENP6 inh: blocks the human protease SENP6. Recombinant SENP6 catalytic domain, aminoluciferin luminescence. inhibition, % at 10 µM. hit rate 1.8% among 330,000;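 active means inhibition above about 50% at the single tested dose, limit read from the data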;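 further: plate controls were DMSO wells with enzyme for no effect and DMSO wells lacking enzyme for full effect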
Target sequence (Q9GZR1 628-1112 limits assumed): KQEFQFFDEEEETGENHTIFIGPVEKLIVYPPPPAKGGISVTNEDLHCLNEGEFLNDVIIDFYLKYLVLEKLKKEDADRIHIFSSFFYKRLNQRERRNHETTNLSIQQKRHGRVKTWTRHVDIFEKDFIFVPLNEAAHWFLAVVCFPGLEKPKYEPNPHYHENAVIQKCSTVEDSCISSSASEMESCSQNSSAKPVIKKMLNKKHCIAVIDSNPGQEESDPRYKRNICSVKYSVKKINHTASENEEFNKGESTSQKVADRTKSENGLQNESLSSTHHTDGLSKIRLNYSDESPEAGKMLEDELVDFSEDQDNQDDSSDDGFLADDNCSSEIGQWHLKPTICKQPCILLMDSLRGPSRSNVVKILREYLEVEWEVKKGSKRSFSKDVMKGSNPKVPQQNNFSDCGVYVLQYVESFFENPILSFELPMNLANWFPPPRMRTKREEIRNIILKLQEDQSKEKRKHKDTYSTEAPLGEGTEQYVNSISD
An asterisk follows results filed as active; i = inactive; x = no result given.

no. | Structure | PfGluPho inh | MPTP inh | SENP8 block | NR3A LBD binder
1 | Cc1ccccc1NC(=O)NC1(C(=O)NCC2CCCO2)CCCCC1 (stereo not drawn) | -8 | -1.3 | -1 | -4
2 | O=C(COc1ccc(Cl)cc1)Nc1ccc(Cl)cn1 | 15 | -1.2 | 32 | -1
3 | O=C(O)CCc1ccc(-c2cccs2)n1NC(=O)c1ccco1 | 12 | -1.0 | -120 | 0
4 | Cc1ccc[n+](CC(=O)Nc2nc3ccccc3s2)c1 | -10 | 1.7 | 0 | -1
5 | COc1cc(OC)cc(C(=O)NC(C(=O)NCCc2ccccn2)C(C)C)c1 (stereo not drawn) | -8 | 1.1 | 12 | -3
6 | O=C(CSc1ccccc1F)NC(=O)c1ccccc1Br | 10 | -2.8 | 13 | 0
7 | O=C(Nc1ccccc1)c1ccccc1O | 4 | 12 | -146 | -14
8 | Cc1ccc(NC(=O)Cn2c(/C=C/c3ccccc3)nc3ccccc32)cc1C | 9 | 63* | -275 | 7
9 | Cc1ccc(-c2cc3nc(-c4ccccc4)cc(NCCCO)n3n2)cc1 | 22 | 1.4 | i | x
10 | O=C(Oc1ccccc1)c1ccc(COC(=O)c2cnccn2)cc1 | 12 | -2.1 | 16 | -1
11 | COc1ccc2c(c1)CCC(C)N2S(=O)(=O)c1ccc(C2CNC(=O)C2)cc1 (stereo not drawn) | -11 | -0.9 | 2 | x
12 | O=C(NCC1CCCO1)c1ccc(CNS(=O)(=O)c2ccc(F)c(Cl)c2)cc1 (stereo not drawn) | 2 | -2.4 | 9 | 0
13 | CCOC(=O)c1c(C)[nH]c(C(=O)Cn2c(=O)oc3ccccc32)c1C | -8 | -5.9 | 20 | 0
14 | CCOC(=O)O[C@]1(C(=O)COC(=O)CC)CC[C@H]2[C@@H]3CCC4=CC(=O)C=C[C@]4(C)[C@H]3[C@@H](O)C[C@@]21C | -12 | -0.3 | 4 | 0
15 | CCn1cc(CN2CCC(n3nccc3NC(=O)CCc3ccccc3)CC2)cn1 | -12 | 0.8 | -4 | 0

no. | hIAP act | ATG4B inhibitor | SENP1 FRET inh | SENP6 inh
1 | 0.99 | 5 | 2 | 3
2 | 0.92 | -12 | 2 | 7
3 | 0.9 | -3 | -24 | -6
4 | 0.93 | 4 | 1 | -25
5 | 1.1 | -5 | -1 | -2
6 | 1 | 6 | 1 | 7
7 | 0.78 | 5 | -2 | 6
8 | 1.1 | 8 | -14 | -18
9 | x | x | -28 | x
10 | 1 | -13 | 2 | 94*
11 | 1.1 | -4 | -1 | -15
12 | 0.85 | -6 | 1 | 3
13 | 0.97 | -8 | 2 | -11
14 | 1 | -4 | 1 | 3
15 | 0.93 | 7 | 3 | -8

Overlap with the part before: two entries, followed by the next part.
no. | Structure | PfGluPho inh | MPTP inh | SENP8 block | NR3A LBD binder
14 | CCOC(=O)O[C@]1(C(=O)COC(=O)CC)CC[C@H]2[C@@H]3CCC4=CC(=O)C=C[C@]4(C)[C@H]3[C@@H](O)C[C@@]21C | -12 | -0.3 | 4 | 0
15 | CCn1cc(CN2CCC(n3nccc3NC(=O)CCc3ccccc3)CC2)cn1 | -12 | 0.8 | -4 | 0
16 | CCOC(=O)c1nnc2ccnn2c1N | -2 | -1.1 | 12 | 1
17 | CC(C)NC1=C(Cl)C(=O)c2ccccc2C1=O | -119 | 1.7 | 52* | -5
18 | Cc1c(Cl)cccc1NC(=O)CC(NCCN1CCOCC1)C(=O)O (stereo not drawn) | -3 | -0.2 | 16 | -4
19 | O=C(N/N=C\c1c(O)ccc2ccccc12)c1ccc(O)cc1 | 4 | 3.5 | -62 | 41*
20 | COc1ccc(N2CCN(c3ncnc4scc(-c5ccc(F)cc5)c34)CC2)cc1 | 14 | 0.9 | -5 | 3
21 | NC(=O)CC[C@H](NC(=O)c1ccc(Cl)cc1)C(=O)NNC(=O)COc1cccc(Br)c1 | -13 | -0.1 | 4 | 4
22 | CC1CCN(c2ccc(NC(=S)NC(=O)c3ccc(-c4cccc([N+](=O)[O-])c4)o3)cc2)CC1 | -10 | 1.4 | 17 | -4
23 | O=C(Nc1ccnn1C1CCN(Cc2ccc(CO)o2)CC1)c1ccccc1 | -5 | -1.3 | -3 | 2
24 | COC(=O)c1c(NC(=O)C(C)C)sc(C(=O)N2CCOCC2)c1C | 3 | -1.3 | -4 | -2
25 | C=CCN(c1ccccc1OC)S(=O)(=O)c1cccc(C(=O)OCC(=O)N2CCOCC2)c1 | 1 | 0.5 | 10 | 0
26 | Cc1[nH]n(-c2ccc([N+](=O)[O-])cc2)c(=O)c1C=NCCN1CCN(C(=O)c2ccccc2F)CC1 | 22 | 2.2 | 26 | 5
27 | COc1cc(CN2CCC(C)CC2)ccc1OCc1ccccc1 | -13 | 0.0 | 17 | -1
28 | Cc1ccc(CSCCNC(=O)CSCc2ccc([N+](=O)[O-])cc2)cc1 | -6 | 2.3 | 12 | -6
29 | Cc1ccc(N(C)C(=O)CC(C)S(=O)(=O)c2ccc3c(c2)NC(=O)CO3)cc1 (stereo not drawn) | -15 | -0.7 | 12 | -1
30 | CN(CCO)c1ccc(C=NNc2ccc([N+](=O)[O-])cc2S(=O)(=O)Nc2ccccc2C(=O)O)cc1 | -17 | 16 | 30 | 26*

no. | hIAP act | ATG4B inhibitor | SENP1 FRET inh | SENP6 inh
14 | 1 | -4 | 1 | 3
15 | 0.93 | 7 | 3 | -8
16 | 1.2 | 8 | -1 | -9
17 | 0.85 | 0 | -2 | 56*
18 | 1 | 0 | 2 | -3
19 | 1.4 | -26 | -26 | -21
20 | 0.82 | -6 | -11 | -3
21 | 1.8 | -10 | 1 | 7
22 | 0.68 | 9 | 1 | -1
23 | 1.3 | 19 | 0 | -3
24 | 0.82 | -14 | -4 | 0
25 | 1.1 | -5 | 1 | 7
26 | 0.99 | -17 | 2 | 87*
27 | 1.1 | -4 | 0 | 6
28 | 0.86 | 10 | 0 | 1
29 | 0.93 | 9 | 0 | -3
30 | 0.97 | 32 | 79 | 7

Later entries.
no. | Structure | PfGluPho inh | MPTP inh | SENP8 block | NR3A LBD binder
31 | O=C(NC1CCCCC1)C1CCN(S(=O)(=O)c2cccc3nonc23)CC1 | -3 | -1.5 | 12 | -1
32 | COc1ccc(C)cc1NC(=O)NCc1ccccn1 | 0 | 0.4 | 4 | -2
33 | CCC1(CC)C(=O)C(C)(C)C(=O)OC1c1ccccn1 (stereo not drawn) | 1 | -2.7 | 22 | 6
34 | Cc1ccc(Oc2ccc(N)cc2)cc1 | 11 | 3.7 | 0 | 2
35 | O=C(N/N=C/c1cccn1-c1ccc(O)cc1)c1cccc2ccccc12 | -1 | 0.2 | -84 | 1
36 | CCOc1ccc(CC(=O)NCCc2cnc[nH]2)cc1 | -3 | -0.2 | 16 | 1
37 | CSC1=NCCN1S(=O)(=O)c1ccc(F)cc1 | 6 | 3.3 | 6 | -2
38 | CC(=O)Nc1ccc(NC(=O)C/C(C)=N/NC(=O)COc2cc(C)c(Br)cc2Br)cc1 | -6 | -0.1 | 12 | -7
39 | CCN(CC)CCNc1nc(-c2ccccc2)c2c(c1C#N)CC(C)(C)OC2 | 2 | 0.7 | -402 | 1
40 | COc1ccc(-c2nc(CSCC(=O)NCCCN3CCCC3=O)c(C)o2)cc1OC | -5 | -1.5 | -13 | -1
41 | CC(C)C(NS(=O)(=O)c1cccs1)C(=O)NCc1ccccc1Cl (stereo not drawn) | -10 | -1.8 | -6 | -2
42 | O=C(O)COc1ccc(Cl)cc1CO | -10 | x | x | x
43 | CCCN1CCN(C(=O)C2CCN(S(=O)(=O)c3ccc4c(c3)oc(=O)n4C)CC2)CC1 | -14 | -0.4 | 16 | -1
44 | CCCn1nnc(NC(=O)c2ccc(-c3cccc(Cl)c3)o2)n1 | -8 | -1.5 | -20 | 3
45 | COC(=O)C(=Cc1ccncc1)c1cccc2ccccc12 | -10 | -0.3 | -30 | x

no. | hIAP act | ATG4B inhibitor | SENP1 FRET inh | SENP6 inh
31 | 1.1 | 0 | 4 | -10
32 | 0.9 | -4 | 2 | 0
33 | 1.7 | 3 | -2 | -8
34 | 0.98 | -1 | -1 | 3
35 | 0.98 | -15 | 2 | -4
36 | 1.1 | -1 | 2 | -6
37 | 1 | -27 | 2 | 2
38 | 1.1 | -21 | -1 | -38
39 | 1.1 | -1 | 3 | -4
40 | 0.99 | -5 | 1 | 13
41 | 0.92 | 1 | 1 | -12
42 | 0.99 | -1 | x | -19
43 | 0.94 | 0 | 2 | 9
44 | 1.1 | -12 | 1 | -2
45 | x | x | 0 | x

In the list so far, three have an NH in an aromatic ring:
no. | Structure | PfGluPho inh | MPTP inh | SENP8 block | NR3A LBD binder
13 | CCOC(=O)c1c(C)[nH]c(C(=O)Cn2c(=O)oc3ccccc32)c1C | -8 | -5.9 | 20 | 0
26 | Cc1[nH]n(-c2ccc([N+](=O)[O-])cc2)c(=O)c1C=NCCN1CCN(C(=O)c2ccccc2F)CC1 | 22 | 2.2 | 26 | 5
36 | CCOc1ccc(CC(=O)NCCc2cnc[nH]2)cc1 | -3 | -0.2 | 16 | 1

no. | hIAP act | ATG4B inhibitor | SENP1 FRET inh | SENP6 inh
13 | 0.97 | -8 | 2 | -11
26 | 0.99 | -17 | 2 | 87*
36 | 1.1 | -1 | 2 | -6

Further results.
no. | Structure | PfGluPho inh | MPTP inh | SENP8 block | NR3A LBD binder
46 | O=C(CN1C(=O)c2ccccc2S1(=O)=O)N1CCOCC1 | -11 | -1.1 | 4 | 8
47 | CCOc1ccc(NS(=O)(=O)c2ccc(C(=O)N3CCC3)cc2)cc1 | -1 | -0.3 | 9 | 2
48 | CCOC(=O)c1c(-c2ccccc2)nc2ccccn12 | -10 | 0.1 | 9 | -1
49 | COc1ccc(N2CCN(C(=O)c3cccc(NC(=O)c4ccco4)c3)CC2)cc1 | 13 | -0.6 | 6 | 2
50 | CN1CCN(C(=O)C(=O)c2cn(CC(=O)N3CCCC3)c3ccccc23)CC1 | 6 | -1.1 | 1 | 3
51 | COc1cc2c(cc1NC(=O)c1cccnc1)oc1ccccc12 | 11 | -3.3 | -89 | 20*
52 | CC1CCN(S(=O)(=O)c2ccc(NC(=O)CN3CCN(C)CC3)cc2)CC1 | -3 | 0.9 | 17 | 1
53 | Cc1ccc(C(=O)N/N=C/c2cccc3ccccc23)cn1 | 4 | 0.9 | -20 | -1
54 | CCOc1nc(Nc2ccc(OC)cc2)nc(OCC)n1 | -17 | -1.4 | 28 | -1
55 | Cc1ccc(C(=O)NNC(=O)c2cc3cc4ccccc4nc3s2)cc1 | -11 | 1.5 | -72 | 5
56 | CN1C(C(=O)NCc2ccco2)CC2Cn3c(nc4ccccc43)C21 (stereo not drawn) | -5 | -1.0 | -9 | 0
57 | O=C1C(c2c(O)[nH]c3ccccc23)=Nc2ccccc21 | 14 | 5.8 | 21 | 0
58 | O=C(O)c1cccc(S(=O)(=O)N2Cc3ccccc3C2)c1 | -39 | -6.0 | 38 | 0
59 | Cc1cc2c(C)nc3ccccc3c2o1 | 1 | -0.7 | -2 | -1
60 | Cc1ccnc(NC(=O)CCC(=O)N(CC(=O)NCc2ccc(F)cc2)Cc2ccccc2)c1 | 1 | -2.6 | 12 | 0

no. | hIAP act | ATG4B inhibitor | SENP1 FRET inh | SENP6 inh
46 | 0.97 | 2 | -2 | -5
47 | 1.3 | -8 | 0 | -6
48 | 0.96 | 11 | 1 | -2
49 | 1.3 | -1 | 2 | 9
50 | 0.98 | -3 | -3 | -2
51 | 0.89 | -17 | -3 | -18
52 | 1.1 | 0 | -6 | -15
53 | 1.1 | -7 | 2 | -8
54 | 1.2 | -3 | 2 | -6
55 | 0.78 | 2 | 5 | -1
56 | 1.1 | -1 | -2 | -13
57 | 1.1 | 4 | -2 | 6
58 | 1.1 | -2 | 4 | -20
59 | 0.93 | 0 | -3 | -19
60 | 0.97 | 3 | 3 | -19

Assay outcomes (PubChem BioAssay)

An unsorted share of the library, and some 6.7% of all compounds hit somewhere here.
